NPY2 pot ag – potentiators or agonists of human neuropeptide Y receptor Y2. P49146. cells expressing NPY-Y2, potentiator/agonist read-out. activation, % at 3.6 µM. actives 0.45% (n = 220,000); in the data active = activation above about 27%;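 note: cells stimulated with NPY near EC25 plus isoproterenol at EC100; 0% = vehicle plus submaximal agonist and 100% = vehicle plus saturating agonist; some results beyond the cut were filed as inactive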
TRPN1 ag – agonists of zebrafish TRPN1 channel | activation, % at 3 µM | actives 0.18% (n = 220,000) | HEK293 zebrafish TRPN1-YFP, Fluo-8 calcium fluorescence; 100% = response to 87 µM carbachol;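 active = activation above its plate's cutoff, the mean activation of test wells on that plate plus 3 SD, cut at about 19% in these data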;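 note: 0% = DMSO alone and 100% = 87 µM carbachol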
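Control set: carbachol 87 µM as high control, DMSO as low control; system: HEK293 stable line with zebrafish TRPN1-YFP; read-out: % activation versus carbachol response; detection: intracellular calcium fluorescence with Fluo-8; doses: single test compound dose, 3 µM nominal, 0.3% DMSO; schedule: dye 1 h 37 °C plus 30 min RT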
NPY1 pot ag – potentiators or agonists of human neuropeptide Y receptor Y1. activation, % at 3.6 µM. P25929. NPY-Y1 expressing cells, potentiator/agonist activation. actives 0.37% (n = 220,000); in the data active = activation above about 33%, passing the limit was not always enough;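 note: cells stimulated with NPY at EC10 then isoproterenol at EC100; 0% = low agonist plus stimulus and 100% = saturating agonist plus stimulus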
EP2 mod – EP2 receptor (human) modulation. EP2-expressing cells, cAMP HTRF FRET, PGE2 co-stimulation. AID 940. actives 0.83% (n = 260,000). P43116. induction, % at 25 µM;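 active = compounds whose cAMP rise, as percent of the full-agonist control response, exceeds 60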;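 note: rat C6 glioma line stably carrying human EP2 under a CMV promoter; the protocol text gives 20 µM as final concentration; 100% = response of wells given 1 µM PGE2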
NPY-Y1 antag – blocks the human neuropeptide Y Y1 receptor; P25929; HEK293-CNG Y1 cells, membrane potential fluorescence; NPY at EC95, then isoproterenol; inhibition, % at 3.6 µM; actives 1% (n = 200,000); AID 1040;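 active = inhibition above the campaign mean inhibition of all tested compounds plus 3 SD, cut at about 20% in these data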;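 note: 0% = DMSO wells given NPY plus isoproterenol and 100% = isoproterenol alone without NPY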
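Material: HEK293 Y1/CNG channel cell line | Also added: NPY (25 nM), isoproterenol (1 µM), Ro 20-1724 (25 µM) | Compound: One concentration, 3.6 µM, in 0.4% DMSO | Schedule: 3 h dye uptake, 1 h room-temperature compound, 45 min post-isoproterenol | Signal: Membrane-potential fluorescent dye readout | Read-out: % inhibition of NPY effect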
TRPML3 agonist – human mucolipin-3 channel agonism | Q8TDD5 | HEK293 TRPML3-YFP, Fluo-8 calcium fluorescence; 100% = the carbachol control signal | activation, % at 3 µM | actives 0.29% (n = 220,000) | AID 1448;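 active = activation above its plate's cutoff, the mean activation of the plate's test wells plus 3 SD, cut at about 12% in these data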;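 note: 0% = DMSO only wells and 100% = carbachol wells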
Target sequence (Q8TDD5 whole entry, looked up): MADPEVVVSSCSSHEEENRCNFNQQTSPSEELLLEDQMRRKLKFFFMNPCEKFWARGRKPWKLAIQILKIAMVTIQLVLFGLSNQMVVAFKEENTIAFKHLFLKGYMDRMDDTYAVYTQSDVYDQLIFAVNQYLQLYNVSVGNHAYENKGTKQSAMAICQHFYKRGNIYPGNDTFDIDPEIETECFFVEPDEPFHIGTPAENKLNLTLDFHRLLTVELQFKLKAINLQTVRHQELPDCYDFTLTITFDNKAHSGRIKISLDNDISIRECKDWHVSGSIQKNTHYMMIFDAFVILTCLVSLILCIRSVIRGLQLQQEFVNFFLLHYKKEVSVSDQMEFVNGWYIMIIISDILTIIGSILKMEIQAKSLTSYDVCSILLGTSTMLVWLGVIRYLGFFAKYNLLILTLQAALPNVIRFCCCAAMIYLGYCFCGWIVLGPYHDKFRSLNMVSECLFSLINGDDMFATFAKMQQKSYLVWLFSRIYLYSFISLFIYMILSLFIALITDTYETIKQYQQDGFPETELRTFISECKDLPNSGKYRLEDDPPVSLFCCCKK
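system = HEK293 cells stably carrying human TRPML3-YFP | doses = one concentration, 3 µM nominal, 0.3% DMSO | timing = dye loading 1 h 37 °C then 30 min ambient, 125 s read | detection = Fluo-8 calcium dye fluorescence, ex 470-495, em 515-575 nm | benchmarks = high control carbachol 87 µM, low control DMSO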
CHOP inhibitor – CHOP inhibition in unfolded protein response; CHO-K1 CHOP-promoter luciferase, tunicamycin-induced, 15-18 h; inhibition, % at 10 µM; actives 3.8% (n = 220,000); AID 2732;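 active = compounds that reduced the stress-induced luciferase reporter signal by more than about 70% of percent inhibition, limit read from the data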;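 note: 0% = tunicamycin plus vehicle and 100% = wells without tunicamycin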
S1P4 antagonist – blocks the human S1P4 receptor; inhibition, % at 4.98 µM; actives 0.26% (n = 220,000); S1P4-expressing cells, antagonist mode, reporter read-out; in the data active = inhibition above about 29%;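 note: 0% = wells stimulated with agonist and 100% = vehicle wells without agonist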
Target sequence (O95977 whole entry, looked up): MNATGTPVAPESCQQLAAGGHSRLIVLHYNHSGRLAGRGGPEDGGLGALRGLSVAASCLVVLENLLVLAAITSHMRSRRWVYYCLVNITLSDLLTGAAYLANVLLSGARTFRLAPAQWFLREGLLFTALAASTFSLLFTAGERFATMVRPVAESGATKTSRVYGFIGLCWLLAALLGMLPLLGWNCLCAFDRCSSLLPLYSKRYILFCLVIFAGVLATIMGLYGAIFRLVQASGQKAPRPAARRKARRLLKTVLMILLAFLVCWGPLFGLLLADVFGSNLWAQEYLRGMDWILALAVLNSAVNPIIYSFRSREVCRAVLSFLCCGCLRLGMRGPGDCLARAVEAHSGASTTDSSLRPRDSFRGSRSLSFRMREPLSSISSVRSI
S1P4 agonist – agonists of human S1P4 receptor | O95977 | S1P4-expressing cell line, agonist reporter assay | activation, % at 4.98 µM | actives 0.35% (n = 220,000) | AID 1509; in the data active = activation above about 11%;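 note: 0% = DMSO vehicle and 100% = reference agonist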
Numbers without * were called inactive; nt = not tested or not shown; & = joins results of further samples.

SMILES	NPY2 pot ag	TRPN1 ag	NPY1 pot ag	EP2 mod	NPY-Y1 antag	TRPML3 agonist	CHOP inhibitor	S1P4 antagonist	S1P4 agonist
O=C(CSCc1ccccc1)N1CCN(C(=O)c2ccco2)CC1	-6.9	0.0	4.2	18.9	-3.8	0.0	4.4	-9.1	0.9
CCOC(=O)c1ccc(NC(=O)C(C)N2C(=O)c3ccccc3C2=O)cc1 (configuration not stated)	-14.4	2.3	9.8	-22.6	1.9	0.0	30.6	2.9	-4.1
O=S(=O)(NCc1ccccc1)c1ccc(S(=O)(=O)N(Cc2ccccn2)Cc2ccco2)cc1	-1.4	0.5	-5.9	-16.1&5.0	8.6	-0.7	24.2	5.3	2.6
CCOc1ccc(C(=O)C(CN2CCOCC2)c2ccccc2)cc1 (configuration not stated)	-1.6	-1.7	-12.1	14.9	-0.1	-0.1	-67.8	23.0	-1.0
COc1ccc(CCCC(=O)NC(C)c2ccccc2)cc1 (configuration not stated)	-14.2	-1.2	-10.9	-26.4	1.6	-0.3	-4.9	-9.5	0.8
CC1(C)CC(NC(=S)NC2CC2)CC(C)(C)N1	0.1	2.0	5.3	0.3	-0.9	0.9	7.4	-15.4	-0.9
Cc1occc1-c1nnc(SCC(=O)NCc2ccc3c(c2)OCO3)n1CC(C)C	-5.5	-1.9	-6.5	20.6	9.8	-0.6	-0.9	-19.6	-0.9
Cc1c(CN2CCC(CO)(CC3CCCCO3)CC2)cnn1C (configuration not stated)	-7.9	1.6	-0.8	9.7	4.0	1.2	-1.7	-4.8	-0.1
CC(C)(O)[C@@H]1Cc2c(ccc3ccc(=O)oc23)O1	11.2	0.4	-7.0	29.7	-0.5	0.8	0.3	14.5	0.8
COc1ccccc1/C=C\C=N\n1c(-c2ccc(Cl)cc2)n[nH]c1=S	-3.4	1.9	-14.1	-62.5	0.7	-0.3	89.1*	6.3	0.5
CC(C)N1C(=O)CCC1C(=O)NC1CCCC1 (configuration not stated)	1.6	0.6	2.4	4.1	-5.8	0.9	17.3	-9.2	0.3
CCOC(=O)c1c(C)[nH]c(C(=O)COC(=O)CCSc2ccccc2)c1C	-16.7	-0.1	-15.5	17.0	7.7	0.0	15.3	-8.6	2.7
Cc1ccccc1NC(=O)CN1CCC(NC(=O)Nc2ccccc2)CC1	3.2	0.4	-6.2	-19.5	6.3	0.6	23.7	-13.8	-1.9
Cc1ccc(C(C(=O)NC2CCCC2)N(C(=O)Cc2cccs2)c2ccc3c(c2)OCCO3)cc1 (configuration not stated)	-14.3	-1.0	-25.9	35.9	0.5	0.2	18.2	-1.6	-1.2
CC1CN(S(=O)(=O)c2ccc(NC(=O)CCCN3C(=O)c4ccccc4C3=O)cc2)CC(C)O1 (configuration not stated)	-5.0	-0.4	-4.5	-2.2	0.7	0.2	32.4	0.8	1.4
COC(=O)COC(=O)c1ccccc1NC(=O)c1ccccc1	-12.0	-0.7	-22.7	2.8	7.7	-0.3	17.5	-10.5	-2.1
Cc1ccc(CSc2nnc(-c3ccc(NS(=O)(=O)c4ccccc4)cc3)o2)cc1	-4.7	1.3	-20.9	-6.3	-3.3	0.4	71.0*	-9.4	0.1
COc1ccc(NS(=O)(=O)c2cc(Cl)ccc2Cl)cc1S(=O)(=O)N1CCCCC1	-0.3	-0.3	-5.9	0.0	-6.3	-0.2	-2.2	-3.1	2.5
CCc1nnc(NS(=O)(=O)c2ccc(NC(=O)COc3ccc(Cl)c(C)c3)cc2)s1	-2.5	-0.2	14.0	22.0	0.1	0.5	6.4	-15.2	1.4
Cc1ccc2cccc(Oc3ncnc4sc(C)c(C)c34)c2n1	-8.6	-1.1	2.2	54.8	3.9	-0.3	3.8	-7.4	0.9
CCCCNC(=O)CCn1c(=S)[nH]c2cc3c(cc2c1=O)OCO3	-6.2	0.7	-4.5	-14.4	-2.2	1.4	55.0	-14.2	0.4
COc1ccccc1N1CCN(C(=O)c2cc(N3C(=O)C4C5CCC(C5)C4C3=O)ccc2Cl)CC1 (configuration not stated)	3.9	2.2	-15.4	4.5	2.6	1.2	30.2	-13.1	0.8
CC(C)(C)c1csc(NC(=O)Cc2cccs2)n1	-11.0	5.7	-11.9	-0.6	-0.5	0.7	3.9	-7.8	0.8
COc1cc(-c2cc(-c3nnco3)c3ccccc3n2)cc(OC)c1OC	-0.1	1.3	-16.7	-9.3	5.6	0.3	11.1	-0.9	1.9

An excerpt from above in order of the CHOP inhibitor value, lowest first.
Molecule	NPY2 pot ag	NPY1 pot ag	EP2 mod	NPY-Y1 antag	TRPML3 agonist	CHOP inhibitor	S1P4 antagonist	S1P4 agonist
CC(C)(C)c1csc(NC(=O)Cc2cccs2)n1	-11.0	-11.9	-0.6	-0.5	0.7	3.9	-7.8	0.8
Cc1ccc(C(C(=O)NC2CCCC2)N(C(=O)Cc2cccs2)c2ccc3c(c2)OCCO3)cc1 (configuration not stated)	-14.3	-25.9	35.9	0.5	0.2	18.2	-1.6	-1.2
CC1CN(S(=O)(=O)c2ccc(NC(=O)CCCN3C(=O)c4ccccc4C3=O)cc2)CC(C)O1 (configuration not stated)	-5.0	-4.5	-2.2	0.7	0.2	32.4	0.8	1.4

The listing continues:
SMILES	NPY2 pot ag	TRPN1 ag	NPY1 pot ag	EP2 mod	NPY-Y1 antag	TRPML3 agonist	CHOP inhibitor	S1P4 antagonist	S1P4 agonist
CC(C)CCN1CCN(Cc2cccn2-c2nccs2)CC1CCO (configuration not stated)	-11.2	0.1	-20.0	-5.3	7.0	0.7	-8.8	-8.0	0.5
O=C(Cc1ccccc1)NC1c2ccccc2-c2ccccc21	-11.0	-0.4	3.1	14.8	3.3	0.1	-2.5	6.5	-1.3
CCOc1ccc(CCNC(=O)Cn2c(-c3nonc3N)nc3ccccc32)cc1OCC	10.9	-1.6	1.4	21.0	5.2	0.0	-7.5	-8.4	0.6
CCNc1nc(Oc2ccc(Cl)cc2Cl)cc(C(F)(F)F)n1	-1.6	0.8	-12.1	1.1	6.7	0.2	53.8	0.6	3.9
CC1Cc2cc(-c3csc(NC(=O)Cc4ccccc4)n3)ccc2N1S(C)(=O)=O (configuration not stated)	6.5	2.9	12.9	-2.1	-2.4	2.5	-151.3	-13.8	0.9
O=S(=O)(c1ccccc1)N1CCC(n2nnc3cc(F)ccc32)CC1	3.6	-0.5	-10.6	-15.6	-1.4	-0.3	-10.6	-2.1	-2.5
O=C(Cn1cnc2c(nnn2Cc2ccccc2)c1=O)c1ccccc1	5.7	-0.8	11.1	9.6	-0.1	0.2	12.5	6.4	0.7
CC1=C(C(=O)OCCOc2ccccc2)C(c2ccc(C)o2)C2=C(CC(C)(C)CC2=O)N1 (configuration not stated)	-22.4	-1.2	-16.1	12.3	-5.8	-1.7	35.8	2.6	0.3
CCC(OC(=O)c1cccs1)C(=O)NCc1ccc(C)cc1 (configuration not stated)	-12.6	-1.2	-1.4	-9.6	6.6	-0.9	28.6	-11.1	2.2
CC1CCN(S(=O)(=O)Cc2ccccc2Cl)CC1	-30.4	-0.7	-6.5	29.5	1.5	0.8	21.7	9.7	-0.9
CNC(=S)NCc1ccc2[nH]c3c(c2c1)CCCC3	13.7	2.1	13.8	-10.9	-7.2	3.8	16.2	5.7	1.9
O=C1C(NS(=O)(=O)c2cccs2)=C(N2CCN(c3cccc(C(F)(F)F)c3)CC2)C(=O)c2ccccc21	2.5	0.8	-7.9	0.6	-14.4	0.3	0.9	-1.0	1.0
O=C(c1ccco1)N1CCN(C(=O)C(Cc2ccccc2)NS(=O)(=O)c2cccs2)CC1 (configuration not stated)	-0.4	0.0	-0.6	11.6	-3.1	0.5	1.8	-9.6	-2.1
O=C(Nc1ccn([C@H]2CC[C@@H](CO)O2)c(=O)n1)c1ccccc1	-16.0	1.4	-1.7	0.6	nt	0.1	9.3	-5.1	1.9
Cc1ccc(OCc2ccc(C(=O)Nc3nccs3)o2)cc1C	-26.0	0.7	-25.6	-9.7	5.8	0.2	25.4	-13.4	0.6
CC(=O)Nc1ccccc1C(=O)C(=O)Nc1cccc(F)c1	-1.0	-0.6	-0.6	nt	3.3	-0.1	nt	-5.2	-2.6
O=C(CC1C(=O)NCCN1Cc1ccc(F)cc1)NCCN1CCCc2ccccc21 (configuration not stated)	-0.1	1.9	13.9	-12.4	-4.8	1.1	15.7	-16.5	1.1
S=C(Nc1ccc2c(c1)OCCO2)Nc1ccc2c(c1)OCO2	-8.3	1.8	-3.2	-52.2	5.9	0.2	-4.9	-4.0	2.8
O=C(NCc1ccc2[nH]c3c(c2c1)CCCC3)c1ccc(S(=O)(=O)N2CCOCC2)cc1	6.1	-0.7	-6.0	17.8	2.8	0.6	53.0	15.6	2.8
COc1ccc(C(=O)C2CCN(S(=O)(=O)c3ccc4c(c3)OCCO4)CC2)cc1	-18.5	-1.2	0.8	-17.6&-80.0	1.0	-0.5	33.6	-7.7	0.4
Cc1nn(-c2ccccc2)c(N2CCCC2)c1C=O	1.0	-1.2	7.9	2.1	0.1	-0.1	11.9	-19.1	1.3
COC(=O)c1cccc(C(=O)N2CCCC(CNC(=O)c3ccccc3Cl)C2)c1 (configuration not stated)	6.2	-0.9	0.3	-5.1	nt	0.6	0.5	-6.6	-2.5
Cc1cc([N+](=O)[O-])nn1Cc1ccc(C(=O)N/N=C/c2ccc(O)cc2O)cc1	12.3	-0.3	20.1	-59.0	-5.2	0.4	45.7	-9.2	-0.1
Cc1cc(NCCN2CCOCC2)n2c(nc3ccccc32)c1C#N	-3.9	-1.6	-2.9	26.1	-5.3	0.7	10.4	0.2	-0.6
O=C(Nc1ccccc1)c1ccc(Nc2c([N+](=O)[O-])cc([N+](=O)[O-])c3ccccc23)cc1	-1.4	-0.8	-13.6	-42.4	1.8	0.8	58.1	-19.6	1.0
COC(=O)c1c(C)oc(C)c(C(=O)OC)c1=O	5.0	0.2	-11.1	7.3	0.5	-0.1	-1.5	-3.9	-0.2
O=S(=O)(Nc1cc(C(F)(F)F)ccc1N1CCOCC1)c1ccc2ccccc2c1	14.0	0.6	15.6	35.0	-1.7	1.6	46.4	-7.1	0.9
O=C(c1cc(COc2c(F)cccc2F)on1)N1CCC(c2ccccc2F)C1 (configuration not stated)	-38.2	0.4	-15.4	9.4	11.1	-0.4	17.4	-11.4	1.3
Cc1ccc(C)c(OCCCC(=O)Nc2nccs2)c1	1.8	-1.3	0.8	-0.6	-0.1	0.2	27.7	0.7	0.8
CC(C)CC(=O)Nc1cccc(-c2nc3ccccc3[nH]2)c1	-12.0	1.1	1.1	-21.0	nt	0.1	-6.8	-27.9	0.5
CCOC(=O)c1csc(NC(=O)c2ccc(S(=O)(=O)N(C)C)cc2)n1	13.2	6.1	-3.6	-8.7	-2.1	2.3	16.4	-5.1	1.8
CCC(C)c1ccccc1OCCn1ccnc1 (configuration not stated)	-7.1	0.0	-9.7	23.5	3.3	-0.1	11.4	-11.7	1.2
CCOC(OCC)P(=O)(c1ccccc1)c1ccccc1	14.6	-0.3	-9.6	30.5	6.7	-0.3	26.1	8.8	0.8

Screening results (PubChem BioAssay)
